tuberculosis growth – growth inhibition of non-replicating M. tuberculosis (AID 488890); Mycobacterium tuberculosis non-replicating, growth inhibition; higher % means a stronger effect; inhibition, % at 25 µM; hits with a dose series show IC50 in µM; 320,000 compounds, 0.39% hits; in the data active = a potency from the dose series;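 note: plate controls were DMSO cells for no effect and high antibiotic wells for full effect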
inhibitors of VEEV – inhibitors of VEEV TC-83 cytopathic effect, confirmation, Vero cells (AID 588727) | Vero cells, VEEV TC-83 cytopathic effect inhibition; higher % means a stronger effect | inhibition, % at 20 µM; hits with a dose series show IC50 in µM | 350,000 compounds, 0.13% hits; in the data active = a potency from the dose series; note: strong numbers were not always called active
PhoP GFP inhibition – Inhibition of PhoP regulon, Salmonella typhi GFP reporter cells, confirmation, 4 h (AID 1850) | Salmonella Typhi PhoP-promoter GFP reporter, fluorescence, 4 h; higher % means a stronger effect | 310,000 compounds, 0.33% hits | inhibition, % at 50 µM, or IC50 in µM where a hit was titrated; in the data active = a potency from the dose series;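 note: 0% = induced wells with vehicle and 100% = uninduced wells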
H37Rv inhibition – M. tuberculosis growth inhibition, HTS (AID 449762). 330,000 compounds, 0.59% hits. M. tuberculosis H37Rv growth inhibition, 7H9 media; higher % means a stronger effect. inhibition, % at 25 µM; hits with a dose series show IC50 in µM; in the data active = a potency from the dose series;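 note: bacterial growth assessed after seven days of incubation; strong numbers were not always called active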
H1N1 NS1A inhibition – NS1A inhibition, H1N1 influenza, cell based functional assay (AID 504329) | inhibition, % at 12.5 µM; hits with a dose series show IC50 in µM | NS1A functional cell-based assay, percent inhibition; higher % means a stronger effect | 340,000 compounds, 0.3% hits; in the data active = a potency from the dose series; note: strong numbers were not always called active
inhibitors of VEEV 10K pilot screen – further read-out of inhibitors of VEEV, marked with its call; inhibition, %; measured here: 10K pilot screen inhibition
* marks the source's active call; other numbers are inactive results; i = inactive; · = not tested or not shown. Not a hit list; 1.6% or so of the library scored in one or more.

SMILES | tuberculosis growth | inhibitors of VEEV | PhoP GFP inhibition | H37Rv inhibition | H1N1 NS1A inhibition | others
CCCCC(=O)N/N=C/c1c(O)n(Cc2ccc(F)cc2)c(=O)[nH]c1=O | 20% | 2.0% | 15% | 1% | 19%
CC(C)c1ccc(NC(=O)C2CCCN(S(=O)(=O)c3cnc[nH]3)C2)cc1 (stereo not drawn) | 8% | 0.5% | -7% | -3% | -7%
Cc1nc(-c2ccccc2)nc(Cl)c1Cl | 2% | 2.1% | 3% | 1% | -4%
O=c1[nH]c(/C(Cl)=C/c2cccc(F)c2)nc2cc(C(F)(F)F)ccc12 | 16% | 0.8% | 5% | 0% | 0%
O=C(c1ccco1)N1CCN(c2ncnc3c2nnn3Cc2ccccc2Cl)CC1 | 17% | 7.5% | 2% | 21% | -10%
COc1ccc(/C(C)=N/NC(=O)CNC(=O)Cc2ccccc2)c(OC)c1 | 18% | 1.8% | 3% | -4% | -7%
COCCNC(=O)N1[C@H]2CC[C@@H]1C(C(=O)OC)=C(c1ccc(-c3ccccc3)c(F)c1)C2 | -5% | 0.7% | · | 5% | 6% | inhibitors of VEEV 10K pilot screen=0.0
C[C@H]1CN([C@@H](C)CO)C(=O)Cc2cc(NC(=O)CCC(F)(F)F)ccc2O[C@H]1CN(C)S(C)(=O)=O | 7% | 0.6% | · | 1% | -5%
CCOC(=O)C1=C(COC(=O)/C=C/c2ccccc2)NC(=O)NC1C (stereo not drawn) | -12% | 10% | -9% | -4% | -12%
Cc1ccc2oc(=O)cc(/C=C/c3ccccc3)c2c1 | 22% | 0.7% | -2% | 2% | -6%
NNC(=O)C(Cc1ccccc1)NC(=O)OCc1ccccc1 (stereo not drawn) | 1% | i | -8% | -6% | 0% | inhibitors of VEEV 10K pilot screen=0.1

Structures above with a Cl atom, in the order listed:
SMILES | tuberculosis growth | inhibitors of VEEV | PhoP GFP inhibition | H37Rv inhibition | H1N1 NS1A inhibition | others
Cc1nc(-c2ccccc2)nc(Cl)c1Cl | 2% | 2.1% | 3% | 1% | -4%
O=c1[nH]c(/C(Cl)=C/c2cccc(F)c2)nc2cc(C(F)(F)F)ccc12 | 16% | 0.8% | 5% | 0% | 0%
O=C(c1ccco1)N1CCN(c2ncnc3c2nnn3Cc2ccccc2Cl)CC1 | 17% | 7.5% | 2% | 21% | -10%

Entries shown so far containing an NH in an aromatic ring:
SMILES | tuberculosis growth | inhibitors of VEEV | PhoP GFP inhibition | H37Rv inhibition | H1N1 NS1A inhibition | others
CCCCC(=O)N/N=C/c1c(O)n(Cc2ccc(F)cc2)c(=O)[nH]c1=O | 20% | 2.0% | 15% | 1% | 19%
CC(C)c1ccc(NC(=O)C2CCCN(S(=O)(=O)c3cnc[nH]3)C2)cc1 (stereo not drawn) | 8% | 0.5% | -7% | -3% | -7%
O=c1[nH]c(/C(Cl)=C/c2cccc(F)c2)nc2cc(C(F)(F)F)ccc12 | 16% | 0.8% | 5% | 0% | 0%
